Source: PubChem (several laboratories)
MazF activator: increases E. coli MazEF RNase cleavage of RNA | P0AE70 | FAM/BHQ RNA-DNA oligo cleavage fluorescence, 5 h | activation, % at 20 µM | 350,000 compounds, 0.32% hits | AID 504720; in the data active means activation above about 50%
Target sequence (P0AE70 whole entry, looked up): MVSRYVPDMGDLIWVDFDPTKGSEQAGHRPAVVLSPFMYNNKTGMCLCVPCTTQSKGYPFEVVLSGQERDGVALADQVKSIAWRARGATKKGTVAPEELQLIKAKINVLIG
SARS 3CLpro inh: SARS-CoV 3CLpro protease inhibition | 290,000 compounds, 0.14% hits | P0C6X7 | recombinant SARS-CoV 3CLpro, quenched FRET peptide cleavage | inhibition, % at 6 µM | AID 1706; in the data active means inhibition above about 12%
PrPC TRFRET: inhibitors of human cell surface prion protein PrPC | TR-FRET read-out | 370,000 compounds, 0.43% hits | inhibition, % at 13.8 µM | AID 720596 | P04156; in the data active means inhibition above about 24%; further: 0% = median of the test wells and 100% = reference compound wells
PriA SSB inh: K. pneumoniae PriA-SSBct interaction inhibition; AlphaScreen SSBct-PriA binding, biotinylated peptide; inhibition, % at 33 µM; 430,000 compounds, 0.6% hits; AID 1272365; in the data active means inhibition mostly above about 37%, no sharp cut-off; inactive means mostly below about 20%;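 further: plate controls were negative control peptide for no effect and reference peptide for full effect; strong numbers were not always called active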
BoNT-A LC inh2: BoNT A light chain protease inhibition; AID 588499; inhibition, % at 10 µM; multiplex microsphere protease substrate cleavage, flow cytometry; 360,000 compounds, 0.17% hits; further: plate controls were buffer without enzyme for full effect and enzyme alone for no effect
VHR inh abs: inhibitors of human VHR1 phosphatase (DUSP3); P51452; recombinant VHR phosphatase, pNPP absorbance; 290,000 compounds, 0.52% hits; inhibition, % at 13.3 µM; AID 1654; in the data active means inhibition above about 50%; further: some compounds called inactive have numbers as strong as hits
Target sequence (P51452 whole entry, looked up): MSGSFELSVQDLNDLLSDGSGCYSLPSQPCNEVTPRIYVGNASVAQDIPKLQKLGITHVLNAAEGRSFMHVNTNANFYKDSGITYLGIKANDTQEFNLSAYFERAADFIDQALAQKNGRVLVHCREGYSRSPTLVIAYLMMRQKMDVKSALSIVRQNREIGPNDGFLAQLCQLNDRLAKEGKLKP
Rv3671c inh: inhibits the M. tuberculosis serine protease Rv3671c; AID 2606; 320,000 compounds, 0.048% hits; inhibition, % at 5.96 µM; P9WHR9; in the data active means inhibition above about 38%;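 further: extracellular domain of Rv3671c used as enzyme; 0% = enzyme with DMSO and 100% = no enzyme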
Target sequence (P9WHR9 whole entry, looked up, the tested form may be a part): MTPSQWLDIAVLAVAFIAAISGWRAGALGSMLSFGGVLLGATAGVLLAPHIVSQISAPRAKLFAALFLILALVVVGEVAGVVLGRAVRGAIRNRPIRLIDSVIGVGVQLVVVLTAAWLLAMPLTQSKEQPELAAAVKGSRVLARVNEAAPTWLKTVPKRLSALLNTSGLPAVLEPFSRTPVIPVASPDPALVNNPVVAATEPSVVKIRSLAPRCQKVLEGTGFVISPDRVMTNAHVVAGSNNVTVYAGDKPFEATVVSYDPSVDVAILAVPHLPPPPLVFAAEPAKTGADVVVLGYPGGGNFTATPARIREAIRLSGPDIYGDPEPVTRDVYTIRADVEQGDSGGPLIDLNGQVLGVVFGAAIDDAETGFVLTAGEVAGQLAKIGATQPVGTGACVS
CCHFV vOTU inh: CCHFV vOTU protease inhibition; inhibition, % at 11.5 µM; Pep-AMC fluorescence; 370,000 compounds, 0.55% hits; AID 651958; in the data active means inhibition above about 30%; further: 0% = vehicle wells with enzyme and 100% = no enzyme wells
Anthrax LF inh2: blocks Bacillus anthracis lethal factor protease; inhibition, % at 10 µM; multiplex microsphere protease cleavage assay, LF; 360,000 compounds, 0.12% hits; P15917; further: plate controls were buffer without enzyme for full effect and enzyme alone for no effect
BoNT F protease: BoNT F light chain protease inhibition. AID 588497. inhibition, % at 10 µM. Multiplex microsphere protease cleavage assay, flow cytometry. 360,000 compounds, 0.22% hits; in the data active means inhibition above about 35%, passing the limit was not always enough; further: plate controls were buffer without enzyme for full effect and enzyme alone for no effect
Numbers without * were called inactive; x = not tested or not shown; & = joins results of further samples. Unless noted, no stated cut-off is given here; in the data, active means inhibition above about 30%; inconclusive means no clear call, values can overlap the other calls; inactive means below that. This is a subset (hit frequency here may not be typical).

1) CC[C@H]1CCCCc2ccccc2[C@@H](C(=O)C[C@@H](O)CC(C)=O)OC1=O
2) O=C(O)C1CCN(C(=O)CSc2nc3ccccc3s2)CC1
3) N#CC[C@H](Cc1ccccc1)N1CCN(CCc2ccccc2)CCC1=O
4) CCOc1ccc(NC(=O)Cn2cc(C(=O)CC)c3ccccc32)cc1
5) Cc1ccc(NC(=O)c2cnn(-c3ccccc3)c2NC(=O)c2ccco2)cc1
6) CC(=O)Nc1ccc(S(=O)(=O)Nc2ccc3c(c2)OCCO3)cc1Cl
7) COc1ccccc1Nc1ncc(C(=O)Nc2ccc(OC)c(OC)c2)c2ccccc12
8) Cc1oc(-c2ccccc2)nc1CN1C(=O)C(C)N=C(c2ccccc2F)c2cc(Cl)ccc21 (configuration not stated)
Screen / compound no.,1,2,3,4,5,6,7,8
MazF activator,-1.0,0.0,2.1,-28.5,3.1,11.5,17.9,2.5
BoNT-A LC inh2,0.2,-0.3,0.8,-0.7,-0.4,-0.5,1.3,-1.3
Anthrax LF inh2,-1.3,-5.5,4.3,-2.5,-0.8,2.7,-1.2,-1.0
CCHFV vOTU inh,5.5,-0.6,8.8,x,12.4,10.5,23.7,2.0
PrPC TRFRET,10.6,-2.3,1.0,x,5.2,12.1,3.4,6.4
SARS 3CLpro inh,x,2.9,-0.2,-0.4,1.6,-6.1,-6.0,1.9
BoNT F protease,-0.5,-1.1,-9.1,19.3,-8.9,1.9,1.0,-2.0
Rv3671c inh,4.2,-3.8,-0.1,5.0,-0.8,3.5,3.0,-3.1
PriA SSB inh,-5.8,-0.7,-15.2,-1.0,2.8,-1.7,-15.1,0.1
VHR inh abs,x,12.3,16.6,13.8,-25.0,0.4,5.8,-7.3

9) CC(C)OCCCn1c(=O)c2ccccc2n2c(CCC(=O)O)nnc12
10) O=C(NC(c1ccc(F)cc1)c1ccc2ccccc2n1)C1CCN(CCOc2ccc(Cl)cc2)CC1 (configuration not stated)
11) COc1cc(C(=O)c2c(C)c(CCC#N)n3ccccc23)cc(OC)c1OC
12) COc1ccc2nc(SCc3cccc(C)c3)nc(C)c2c1
13) COc1ccc(Cc2nc3ccc(C(=O)NCCc4ncccc4C)cc3o2)cc1OC
14) COC(=O)CCC(=O)Nc1ccc(S(=O)(=O)N2CCc3ccccc32)cc1
15) O=C(NCCN1CCC(n2c(=O)[nH]c3ccccc32)CC1)c1cccc2c1-c1ccccc1C2=O
16) CCOc1ccc(N2CC(C(=O)Oc3ccccc3)CC2=O)cc1 (configuration not stated)
Screen / compound no.,9,10,11,12,13,14,15,16
MazF activator,4.2,x,7.6,-9.2,-6.9,1.4,x,-2.4
BoNT-A LC inh2,-2.9,0.0,-0.3,1.9,-0.3,-4.1,-0.4,0.5
Anthrax LF inh2,-10.4,-5.5,-5.8,0.8,1.9,-17.7,-5.1,-7.5
CCHFV vOTU inh,3.0,5.7,2.4,-5.1,8.7,-10.0,-2.2,7.5
PrPC TRFRET,3.4,-20.2,5.7,-2.8,3.2,8.5,-1.7,8.1
SARS 3CLpro inh,-1.2,x,0.1,2.5,x,1.5,x,0.1
BoNT F protease,6.2,-10.2,-1.8,-6.5,0.3,3.2,-21.7,-6.1
Rv3671c inh,-3.2,x,-3.2,-7.6,x,-3.7,x,-1.0
PriA SSB inh,0.8,x,-1.2,-24.9,x,-16.0&-9.9&-14.0,x,27.2
VHR inh abs,-10.3,x,12.9,13.6,x,-40.5,x,x

17) CCN(CC)S(=O)(=O)c1ccc(NC(=S)NC(=O)C2CCC2)cc1
18) CCOC(=O)c1cnc(SC)nc1Oc1cccc(NS(=O)(=O)c2ccc(C)cc2)c1
19) CCn1nc(C)cc1C(=O)N1CCCC(N(C)CCc2ccc(OC)c(OC)c2)C1 (configuration not stated)
20) O=C(NCc1ccncc1)c1cccc(NS(=O)(=O)c2ccc(F)c(F)c2)c1
21) O=C(Nc1nc2ccc(S(=O)(=O)N3CCCCC3)cc2s1)c1cccnc1
22) CS(=O)(=O)N(Cc1ccccc1)c1ccc(C(=O)N2CCc3ccccc3C2)cc1
23) Cn1cc(CN2CCN(CCc3ccccc3)C(CCO)C2)cn1 (configuration not stated)
24) CC(C)(C)OC(=O)N1CCC(C(=O)Nc2ccc(C(=O)N3CCCC3)cc2)CC1
Screen / compound no.,17,18,19,20,21,22,23,24
MazF activator,4.0,2.9,8.1,5.6,4.4,2.0,4.1,-7.3
BoNT-A LC inh2,0.5,-2.9,x,-0.3,6.0,-0.2,-0.5,0.0
Anthrax LF inh2,-0.4,-6.8,x,-3.7,-6.8,-3.1,0.2,-9.1
CCHFV vOTU inh,-2.9,-6.0,2.5,-2.0,7.5,0.8,-10.2,-3.1
PrPC TRFRET,5.2,-2.3,-4.5,11.4,7.6,-6.4,4.4,-4.7
SARS 3CLpro inh,6.5,-1.2,7.8,x,0.8,0.3,-6.8,x
BoNT F protease,3.8,-28.0,x,-7.6,6.3,-6.7,-5.8,0.3
Rv3671c inh,x,-3.5,-6.8,-3.4,-16.6,-3.5,-15.6,x
PriA SSB inh,-9.2,-7.8,0.9,0.4,-9.7,5.0,1.6,-8.6
VHR inh abs,20.8,32.3,-15.4,x,10.8,44.1,39.8,x

Compound profiles, from the list above. Order of values: MazF activator | BoNT-A LC inh2 | Anthrax LF inh2 | CCHFV vOTU inh | PrPC TRFRET | SARS 3CLpro inh | BoNT F protease | Rv3671c inh | PriA SSB inh | VHR inh abs
Profile of CCn1nc(C)cc1C(=O)N1CCCC(N(C)CCc2ccc(OC)c(OC)c2)C1 (configuration not stated) : 8.1 | x | x | 2.5 | -4.5 | 7.8 | x | -6.8 | 0.9 | -15.4
Profile of COc1ccc(Cc2nc3ccc(C(=O)NCCc4ncccc4C)cc3o2)cc1OC : -6.9 | -0.3 | 1.9 | 8.7 | 3.2 | x | 0.3 | x | x | x
Profile of CC(=O)Nc1ccc(S(=O)(=O)Nc2ccc3c(c2)OCCO3)cc1Cl : 11.5 | -0.5 | 2.7 | 10.5 | 12.1 | -6.1 | 1.9 | 3.5 | -1.7 | 0.4

More entries.
25) C=CCn1c(SCC(=O)Nc2ccccc2F)nnc1C(C)NC(=O)c1ccccc1F (configuration not stated)
26) CC(=O)N1CCc2cc(S(=O)(=O)CCC(=O)Nc3cc(C)cc(C)c3)ccc21
27) CCOc1ncccc1C(=O)N1CCCSC1=Nc1ccccc1OC
28) O=C(CSc1nnc(CNc2ccc(F)cc2)n1-c1ccccc1)N1CCOCC1
29) CCOC(=O)C1(CCOC)CCN(Cc2ccc(C3CCCCO3)s2)CC1 (configuration not stated)
30) CCOC(=O)c1c(NC(=O)COC(=O)Cn2c(C)nc3ccccc32)sc2c1CCCC2
31) CCOC(=O)c1c(N)sc(C(=O)N(C)C)c1C
32) Cc1cc(SCc2ccc(C(F)(F)F)cc2)nc(=O)[nH]1
Screen / compound no.,25,26,27,28,29,30,31,32
MazF activator,3.4,4.7,3.1,-3.6,-5.3,-6.0,0.7,6.4
BoNT-A LC inh2,0.1,-0.6,0.2,0.0,-1.1,0.5,-1.0,22.8
Anthrax LF inh2,4.0,-2.4,-0.1,1.6,-3.2,0.0,-2.8,1.2
CCHFV vOTU inh,4.7,11.1,11.2,11.8,5.4,-9.7,1.0,6.3
PrPC TRFRET,-5.0,5.2,0.8,1.9,1.1,6.2,-6.5,-4.4
SARS 3CLpro inh,-0.3,9.8,1.0,-2.0,0.5,-2.9,1.3,-0.3
BoNT F protease,-2.3,-10.3,-3.3,0.5,-7.7,-4.3,-23.3,0.4
Rv3671c inh,3.7,-3.6,5.8,-10.1,5.0,1.0,0.9,2.1
PriA SSB inh,-16.2,4.0,-9.1,-7.2,1.4,-1.2,0.4,-4.7
VHR inh abs,14.5,14.2,25.7,30.8,13.9,7.8,-0.8,-25.2

Next section (three carried over from the part before).
30) CCOC(=O)c1c(NC(=O)COC(=O)Cn2c(C)nc3ccccc32)sc2c1CCCC2
31) CCOC(=O)c1c(N)sc(C(=O)N(C)C)c1C
32) Cc1cc(SCc2ccc(C(F)(F)F)cc2)nc(=O)[nH]1
33) O=C(C1CCCN1S(=O)(=O)c1ccc(Cl)cc1)N1CCOCC1 (configuration not stated)
34) N#Cc1ccc(NC(=O)CCNC(=O)c2ccco2)cc1Cl
35) CCCn1c(N)c(CC)c(=O)[nH]c1=O
36) Cc1cccn2c(CN3CCSCC3)c(C(=O)N3CCOCC3)nc12
37) COc1cccc(CN2CCSCC2)c1
38) CCC(C(=O)N1C[C@H]2C[C@@H](C1)c1cccc(=O)n1C2)c1ccccc1 (some centres not stated)
39) N=C(N)SCP(=O)(c1ccccc1)c1ccccc1
40) COc1cccc(CC(=O)Nc2ccc(N3CCOCC3)c(S(=O)(=O)Nc3ccccc3OC)c2)c1
Screen / compound no.,30,31,32,33,34,35,36,37,38,39,40
MazF activator,-6.0,0.7,6.4,-2.3,-20.3,-8.0,0.2,5.6,-8.8,0.7,-20.0
BoNT-A LC inh2,0.5,-1.0,22.8,0.1,1.5,-0.9,-0.3,0.3,-0.3,x,-0.1
Anthrax LF inh2,0.0,-2.8,1.2,-4.0,-3.3,-4.3,-3.4,1.9,4.2,x,-1.0
CCHFV vOTU inh,-9.7,1.0,6.3,-5.9,0.8,-13.9,-5.7,-7.7,5.8,-2.3,13.2
PrPC TRFRET,6.2,-6.5,-4.4,-1.6,1.6,-2.4,4.8,-6.0,5.3,3.4,-4.9
SARS 3CLpro inh,-2.9,1.3,-0.3,-0.3,-2.2,3.0,-2.5,-3.2,-1.8,3.8,x
BoNT F protease,-4.3,-23.3,0.4,4.6,9.5,-1.3,-7.5,-2.3,-11.4,x,-6.8
Rv3671c inh,1.0,0.9,2.1,3.4,5.3,2.5,-1.9,1.7,-5.9,-3.1,x
PriA SSB inh,-1.2,0.4,-4.7,-1.1,-12.9,-1.8,-4.4,-7.5,x,-10.4,8.0
VHR inh abs,7.8,-0.8,-25.2,-19.6,27.4,23.8,4.8,15.5,4.3,17.2,x

41) Cc1nn(-c2ccccc2)c2nc(=O)n(-c3ccccc3)cc12
42) O=c1[nH]c2ccccc2n1C1CCN(C(c2nnnn2C2CCCC2)C2CC2)CC1 (configuration not stated)
43) CCCOc1ccc(C(=O)CCCC(=O)c2ccc(OCCC)cc2)cc1
44) C=CCn1c(C(C)NC(=O)c2cccc(C)c2)n[nH]c1=S (configuration not stated)
45) COC(=O)C[C@H]1C[C@H]2c3cc(NC(=O)Nc4ccc(C(F)(F)F)cc4)ccc3O[C@H]2[C@@H](CO)O1
46) CCOc1ccc(C(=O)c2cc3ccc(O)cc3oc2=O)cc1
47) C=CCOc1ccc(CNC(C)(C)CO)cc1OC
48) CC(C)NC(=O)/C(=C/c1cn(-c2ccccc2)nc1-c1cccc([N+](=O)[O-])c1)NC(=O)c1ccccc1
49) COc1ccc(-n2nc(C(=O)NCC(=O)NCCCN3CCOCC3)c3ccccc3c2=O)c(OC)c1
50) CC1CC2C3CCC4=CC(=O)C=CC4(C)[C@@]3(Cl)C(O)CC2(C)C1(O)C(=O)CO (some centres not stated)
51) Cc1ccc(NC(=O)N2CC2)cc1NC(=O)N1CC1
Screen / compound no.,41,42,43,44,45,46,47,48,49,50,51
MazF activator,-2.8,x,-3.2,-8.5,4.8,3.6,4.0,1.2,9.0,-5.6,12.9
BoNT-A LC inh2,0.5,-0.6,0.3,0.2,-0.3,-0.9,0.1,0.6,-0.7,0.9,-0.8
Anthrax LF inh2,-1.5,6.6,-3.1,0.5,-0.3,-7.7,-1.0,1.1,-1.5,-4.5,-1.8
CCHFV vOTU inh,-0.1,-2.2,-5.6,16.8,0.9,7.0,1.1,-2.5,-3.1,4.8,-1.3
PrPC TRFRET,-2.4,9.5,5.7,5.7,5.0,-6.2,-2.0,0.8,6.9,0.7,8.3
SARS 3CLpro inh,-2.4,x,2.9,1.2,x,2.4,-1.0,3.1,3.0,x,x
BoNT F protease,23.3,10.7,-9.9,0.6,-1.5,-0.1,3.0,5.4,3.0,4.6,-7.1
Rv3671c inh,-3.8,x,-2.6,-8.2,x,3.8,6.2,6.5,-3.3,1.7,x
PriA SSB inh,-9.9,x,-7.6,-3.7,x,-11.1,-2.3,1.2,-2.2,-18.9,15.1
VHR inh abs,55.9*,x,-22.7,9.1,x,5.5,20.8,2.1,15.3,x,x
